Compound activity from PubChem BioAssay.
D1 agonist = activates the human D1 dopamine receptor; AID 504660; HEK293 T-REx D1 cells, calcium flux, agonist mode; 1% of 360,000 active; P21728; activation, % at 2 µM; in the data active = activation above about 30%; also: 0% is about no effect
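Agonism was scored from calcium flux recorded over 180 s (1 read/s) after pintool compound addition, following a 10-cycle baseline. Cells were inducible force-coupled HEK293 TREx D1, plated overnight at 30 C and loaded with no-wash calcium dye.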
D1 PAM = enhances dopamine response at the human D1 receptor; 0.036% of 360,000 active; potentiation, % at 10 µM; AID 504651; HEK293 TREx D1 cells, calcium flux, dopamine EC20 potentiation; P21728; in the data active = potentiation above about 30%; also: 0% is about no effect
Apoferritin bind = binds horse apoferritin like a general anesthetic; 0.074% of 350,000 active; P02791; AID 485281; Potency, µM (highest dose often 77.5 µM), for inactives: at the highest dose activity change, negative = displacement, hits mostly inhibitors; apoferritin/1-aminoanthracene competitive binding, fluorescence; also: potency is read from the fitted curve at half-maximal effect; % is scaled to controls: 0 for no effect and ±100 for the full control effect; nearly all actives have a fitted effect of over 20% in size
Target sequence (P02791 2-175 limits assumed): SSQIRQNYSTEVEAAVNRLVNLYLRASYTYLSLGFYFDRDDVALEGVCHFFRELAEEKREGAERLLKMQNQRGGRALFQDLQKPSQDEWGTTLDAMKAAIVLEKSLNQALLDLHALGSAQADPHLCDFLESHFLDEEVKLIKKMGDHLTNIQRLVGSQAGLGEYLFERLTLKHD
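Concentration-response curves derived by four-parameter Hill fitting of normalized fluorescence, where compounds displaced 1-AMA from 10 uM horse apoferritin following a brief 10 min room-temperature incubation; propofol titration acted as positive control.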
TRHR agonist = activates the human TRH receptor. P34981. TRHR cells, calcium flux fluo-8, FDSS agonist mode. activation, % at 2 µM. 0.18% of 360,000 active. AID 493084; in the data active = activation above about 30%; also: 0% is about no effect
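Steps: seed TRHR cells overnight; add fluo-8 no-wash Ca dye, RT 30 min–1.5 h; record 10 s baseline; pin-transfer compounds; monitor fluorescence 1 cycle/s for the agonist window. Calcium increases flag candidate agonists.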
RXFP1 agonist = agonists of human relaxin receptor RXFP1. HEK293T-RXFP1 cAMP TR-FRET, 30 min; response scale: percent of porcine relaxin response, buffer zero. 0.3% of 370,000 active. Q9HBX9. Potency, µM (doses to about 57.5 µM), for the others: at the highest dose activation, usual class: activators; also: potency is read from the fitted curve at half-maximal effect; % is scaled to controls: 0 for no effect and ±100 for the full control effect; nearly all actives have a fitted effect of over 60% in size; many of its hits are not listed in these tables
Target sequence (Q9HBX9 whole entry, looked up): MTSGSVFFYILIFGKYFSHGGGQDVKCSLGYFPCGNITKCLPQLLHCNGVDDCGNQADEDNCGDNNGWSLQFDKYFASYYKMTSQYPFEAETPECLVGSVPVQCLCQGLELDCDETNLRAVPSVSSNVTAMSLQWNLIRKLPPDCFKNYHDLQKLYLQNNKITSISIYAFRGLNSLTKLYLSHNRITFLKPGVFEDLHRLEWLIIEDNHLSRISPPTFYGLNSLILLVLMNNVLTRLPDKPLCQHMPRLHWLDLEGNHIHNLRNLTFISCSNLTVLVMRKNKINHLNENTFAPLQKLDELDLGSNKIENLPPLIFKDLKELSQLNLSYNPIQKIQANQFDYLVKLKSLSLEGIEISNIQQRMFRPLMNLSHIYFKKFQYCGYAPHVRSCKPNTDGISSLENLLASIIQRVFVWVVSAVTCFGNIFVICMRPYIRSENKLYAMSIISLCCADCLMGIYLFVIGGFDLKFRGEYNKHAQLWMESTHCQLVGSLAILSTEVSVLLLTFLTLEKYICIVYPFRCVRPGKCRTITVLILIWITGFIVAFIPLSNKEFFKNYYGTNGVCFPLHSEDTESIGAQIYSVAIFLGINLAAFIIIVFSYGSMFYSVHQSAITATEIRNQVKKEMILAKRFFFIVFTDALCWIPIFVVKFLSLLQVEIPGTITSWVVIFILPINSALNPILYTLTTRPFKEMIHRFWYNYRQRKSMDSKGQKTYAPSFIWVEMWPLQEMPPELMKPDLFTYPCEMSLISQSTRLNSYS
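Agonist response is measured as cAMP accumulation in an RXFP1-transfected HEK293T line under PDE4 inhibition. Values are scaled between buffer-only and 29 nM porcine relaxin, and EC50s come from standard Hill equation fits.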
TRHR enhancer = TRH receptor (human) allosteric enhancement | AID 493056 | enhancement, % at 2 µM | TRHR cells, fluo-8 calcium fluorescence, EC20 TRH enhancement | 0.66% of 360,000 active; in the data active = enhancement above about 30%; also: 0% is about no effect
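TRHR-expressing cells loaded with fluo-8 calcium dye were read kinetically (ex 480/em 530) during compound addition, then stimulated with an EC20 of TRH (10 nM final). Enhancement of the Gq-mediated intracellular calcium response was scored.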
RXFP1 antag = blocks the human relaxin receptor RXFP1; activity change, negative = inhibition, % at 57.5 µM; HEK293-RXFP1, relaxin-stimulated cAMP HTRF, 30 min; active compounds read low; 0.59% of 350,000 active;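 active = activity change of -60% or lower, but not beyond a set lower limit; inconclusive = change between -60% and -40%, or beyond the set limit; inactive = change above -40%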; also: % is scaled to controls: 0 for no effect and ±100 for the full control effect
D1 antag = antagonists of human D1 dopamine receptor | P21728 | HEK293 TREx D1 cells, calcium flux, dopamine EC80; active compounds read low | activity change, negative = inhibition, % at 10 µM | 3.2% of 360,000 active; in the data active = activity change below about -30%; also: % is scaled to controls: 0 for no effect and ±100 for the full control effect
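Allosteric or orthosteric antagonism assessed as attenuation of the calcium response to EC80 dopamine, added 180 s after compound, in induced HEK293 Trex D1 cells loaded with no-wash calcium dye.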
D2 PAM = D2 dopamine receptor (human) potentiation | AID 485347 | potentiation, % at 10 µM | HEK293 T-REx D2, calcium flux, EC20 dopamine potentiation | 0.34% of 340,000 active;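 active = potentiation over 3 SD above the plate norm, cut at about 30% in these data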; also: 0% is about no effect
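Using a no-wash calcium dye in inducible, force-coupled HEK293 Trex cells expressing D2, we tracked fluorescence each second for 180 s after compound, then for 180 s after EC20 dopamine to detect augmented signalling.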
The depositor's hits bear a star; ? = inconclusive; · = not tested or not shown; [ ] = remark or other dose. Unless noted, calls follow the shape of the dose curve; as a rule, active = well fitted curve in the direction sought with a large enough effect; inconclusive = small, poorly fitted or top-dose-only effect, or another doubt; inactive = no such curve, though single readings can be large; an effect the other way counts as inactive or inconclusive. This is a subset. The share of hits here may be higher or lower than overall.

Below each compound: D1 agonist, D1 PAM, Apoferritin bind, TRHR agonist, RXFP1 agonist, TRHR enhancer, RXFP1 antag, D1 antag, D2 PAM
1	COC(=O)c1ccccc1NC(=O)Nc1cc(C(C)(C)C)on1
    1, 4, -8%, 0.5, -2.1%, -1, -14, 0, 2
2	COc1cc(C(=O)OCC(=O)NC(=O)c2cccn2C)ccc1OC(F)F
    5, 7, -13%, -0.9, 12%, -5, 19, -16, 11
3	CCCOc1ccc(-c2nc(SC)[nH]c(=O)c2C#N)cc1OC
    -2, 1, -6%, 0.3, 6.6%, 17, 3, -1, -8
4	CC(=O)N1CCN(C(=O)c2cc(-c3cccc4ccccc34)nc3ccccc23)CC1
    2, -2, -10%, 0.0, 7.5%, 11, -2, 11, 3
5	Cc1cc(Br)ccc1N=C1NC(=O)CS1
    1, -2, -12%, -0.7, 3.2%, -1, 1, -2, 5
6	CCOc1ccccc1C(=O)Nc1cccc2ccccc12
    3, 4, -14%, -1.6, 3.4%, -2, 11, 8, -1
7	CC(Sc1ccc2c(c1)OCCO2)C(=O)Nc1ncc(Cl)cc1Cl (configuration not stated)
    0, -5, -22%, -1.0, -0.3%, -12, -9, -8, 2
8	CCc1nnc2c3ccccc3nc(Nc3cc(C)cc(C)c3)n12
    30, 3, -2%, -0.2, -3.1%, 8, -25, 35, 3
9	Cn1c(=O)c2c(nc(NCCNC(=O)c3ccco3)n2Cc2ccccc2)n(C)c1=O
    2, -4, 5%, 0.1, 7.2%, 13, -8, 3, 7
10	COc1ccc(CCNC(=O)CCCCn2c(=O)c3ccccc3n(Cc3cc(C)ccc3C)c2=O)cc1OC
    1, 1, -2%, -1.0, -0.7%, -1, ·, -2, 1
11	COc1ccccc1CCNS(=O)(=O)c1ccc(C(=O)O)n1C
    3, 0, 1%, 0.0, 0.9%, 3, -6, -1, 10
12	COc1ccc(CCn2c(C)nc3ccccc3c2=O)cc1OC
    1, 1, -11%, 0.5, 2.5%, 3, 2, -9, 2
13	CCOC(=O)N/N=C\c1cccc(OC)c1
    2, -1, -4%, -1.8, -1.8%, -1, -2, -23, -6
14	Cc1ccc2[nH]c(=O)c3cc(C(=O)N4CCN(c5ccccc5)CC4)sc3c2c1
    -1, 3, 0%, 0.0, -2.6%, 1, ·, 9, ·
15	COc1ccccc1Nc1sc(C(=O)c2ccc(C)cc2C)c(N)c1S(=O)(=O)c1ccccc1
    7, -4, 185%[activator], 0.7, 1.3%, -1, ·, -2, 10
16	O=C(c1cccc(S(=O)(=O)N2CCN(c3ccccc3)CC2)c1)N1CCCCCCC1
    4, -5, ·, 0.4, 0.3%, -3, -4, -9, 3
17	O=C(COC(=O)CNC(=O)c1cccc(OC(F)F)c1)NNC(=O)c1ccccc1
    2, ·, ·, -0.2, 0.2%, 0, -1, -20, -7
18	Fc1ccc(C2CCNCC2COc2ccc3c(c2)OCO3)cc1 (configuration not stated)
    38*, -5, -8%, 2.3, 3.9%, 3, -13, 7, -4
19	COc1cc(N)c(Br)cc1C(=O)O
    2, 1, 4%, 0.5, -1.3%, -4, 7, 5, 5
20	CCOc1ccc(C(C)NC(=S)NCc2ccc(Cl)cc2)cc1 (configuration not stated)
    35*, -5, 2%, 7.0, -0.5%, -3, -5, ·, -11

Three of the entries above in order of the RXFP1 antag value, lowest first:
| entry | smiles | RXFP1 antag |
| --- | --- | --- |
| 9 | Cn1c(=O)c2c(nc(NCCNC(=O)c3ccco3)n2Cc2ccccc2)n(C)c1=O | -8 |
| 20 | CCOc1ccc(C(C)NC(=S)NCc2ccc(Cl)cc2)cc1 (configuration not stated) | -5 |
| 6 | CCOc1ccccc1C(=O)Nc1cccc2ccccc12 | 11 |

(further entries)
Below each compound: D1 agonist, D1 PAM, Apoferritin bind, TRHR agonist, RXFP1 agonist, TRHR enhancer, RXFP1 antag, D1 antag, D2 PAM
21	O=C1C2C(C(=O)N1/N=C/c1cc(Br)cc([N+](=O)[O-])c1O)C1C=CC2C12CC2 (configuration not stated)
    5, 1, -13%, -0.2, 0.0%, -2, -9, -31*, -11
22	c1ccc(Cn2c(-c3ccccc3)nc3nc4ccccc4nc32)cc1
    5, -1, 3%, -0.8, 5.0%, -3, -12, 2, 3
23	CCOc1ccccc1NS(=O)(=O)c1ccc(-n2cccn2)cc1
    10, -6, 8%, -0.3, 2.2%, -6, 6, 5, 4
24	CCOC(=O)N/N=C/c1ccc(OCCSc2ccc(Cl)cc2)c(OCC)c1
    14, -3, 24%, 0.1, -0.3%, -16, ·, -7, -6
25	Clc1ccccc1OCCSc1nnc(-c2cccs2)o1
    11, -1, -6%, -1.0, 0.9%, 1, -8, -5, -19
26	Cc1ccccc1-n1c(/C=C/c2c(C)n(C)c3ccccc23)nc2ccccc2c1=O
    24, -2, 2%, 6.7, 0.3%, 20, -3, 5, 2
27	O=C(CN1CCN(Cc2cccc(Cl)c2)C1=O)NCc1ccccn1
    4, ·, -4%, -0.3, -0.5%, 5, ·, -3, 7
28	Cc1nn(-c2ccccc2)c2nc(C(F)F)cc(C(F)F)c12
    8, -11, ·, -0.2, 1.5%, 14, -6, 2, 5
29	CCOC(=O)C1=C(COC(=O)CNC(=O)c2cccc(C)c2)NC(=O)NC1C (configuration not stated)
    0, -2, ·, 0.2, 0.0%, 12, -5, 5, 12
30	Cc1ccc(NC(=O)Cn2cnc3ccccc32)cc1C
    12, -4, -1%, 0.1, 0.2%, 26, -12, 1, 7
31	CCN(Cc1nc(-c2ccccc2)no1)C(=O)c1ccc2c(c1)OCO2
    6, -3, -5%, -1.0, -0.2%, 6, 0, -9, ·
32	Cc1cc(C(=O)N2CCCC(CO)(Cc3ccc(F)cc3)C2)c(C)o1 (configuration not stated)
    1, 0, -24%, -1.0, 0.1%, 6, -13, 6, 0
33	CCOc1ccc(NC(=O)COC(=O)CCS(=O)(=O)c2ccc(C)cc2)cc1
    2, -2, -9%, -0.4, -1.0%, -2, -38, -2, 7
34	COCCn1c(SCC(=O)NCCc2ccccc2)nnc1-c1ccco1
    2, -1, -7%, -1.0, -0.2%, -6, 4, -1, 7
35	Cc1ccc(NC(=S)N2CCN(c3ncccn3)CC2)cc1C
    0, 0, -8%, 0.3, 0.3%, -9, 0, -8, 8
36	c1ccc(Nc2scc(-c3ccccc3)[n+]2Cc2ccco2)cc1
    2, -9, ?, 2.7, 1.8%, -6, ?, 9, -4
37	O=C(Nc1ccc(-c2cnco2)cc1)c1ccccc1
    1, -3, 5%, -0.1, 0.1%, -1, -5, -18, 0
38	O=C(Nc1ccc2c(c1)nc1n2CCOC1)C1CCCCC1
    2, -4, -11%, 0.2, 0.4%, -2, 9, -1, -4
39	Cc1ccc(C(=O)N/C(=C\c2cn(C)c3ccccc23)C(=O)NCCCn2ccnc2)cc1
    2, 6, -10%, 0.5, -2.8%, -4, -1, -3, -3
40	CC(C)NC(=O)c1ccccc1NC(=O)C(C)Oc1ccccc1 (configuration not stated)
    4, -6, -17%, -0.3, 0.5%, -2, -1, 11, 0

(cont.)
Below each compound: D1 agonist, D1 PAM, Apoferritin bind, TRHR agonist, RXFP1 agonist, TRHR enhancer, RXFP1 antag, D1 antag, D2 PAM
41	Nc1nc(SCc2ccc(Cl)cc2)ns1
    2, -9, 50µM*, -0.2, -0.3%, 13, -2, -20, 10
42	COc1cc(OC)c(NC(=O)COCc2cc(-c3cccs3)on2)cc1Cl
    2, -2, 134%[activator], 0.5, 8.0%, 8, -11, -10, 1
43	COc1cc(-c2nnc(NC(=O)c3ccc(S(=O)(=O)N4CCOCC4)cc3)o2)cc(OC)c1OC
    1, 0, -4%, -0.1, -1.1%, -7, ·, 11, 8
44	CCc1ncc(C(O)c2cccc(OC)c2OC)n1C (configuration not stated)
    4, -4, -1%, -0.2, 0.0%, -2, 10, 0, 0
45	CCSc1ncc(Cl)c(C(=O)Nc2c(C(=O)Nc3cccc(C)c3)oc3ccccc23)n1
    0, -1, 208%[activator], -0.4, 2.8%, 5, 6, 6, 2
46	O=P(c1ccccc1)(c1ccccc1)C(O)c1ccc(Br)cc1 (configuration not stated)
    3, -4, -4%, 1.4, -0.6%, -3, -3, -3, 1
47	CC1CCN(c2ccc(S(=O)(=O)Nc3cc(C(=O)O)cc(C(=O)O)c3)cc2[N+](=O)[O-])CC1
    -2, 2, -11%, 0.5, 1.6%, -10, 10, 22, 18
48	CCOc1ccccc1CNc1nnnn1C
    4, -2, 25%, 0.3, 0.8%, 4, 9, -1, ·
49	COc1ccccc1CC1CC(=O)N(c2ccccc2)C1=O (configuration not stated)
    3, 0, -10%, -0.1, -1.2%, 4, -5, 0, -5
50	O=C(CCCn1nnc2ccccc2c1=O)N[C@@H](Cc1ccccc1)C(=O)O
    2, -3, -6%, -0.2, 6.5%, 2, -12, -2, -8
51	Cc1occc1C(=O)NC(C)c1ccc2c(c1)OCO2 (configuration not stated)
    3, -2, -12%, 0.6, -0.8%, -7, -8, 11, 8
52	COc1cc2ccccc2cc1C(=O)Nc1nccs1
    0, -3, -3%, 0.8, 0.2%, 1, ·, 11, 5
53	Cc1ccc(-n2nc3ccc(N)cc3n2)cc1
    0, -3, 225%[activator], -0.3, 4.3%, 0, -1, 4, 17
54	CCC(C(=O)OC)n1cnc2c(nnn2-c2cccc(OC)c2)c1=O (configuration not stated)
    0, -6, -11%, 0.2, 0.3%, -1, 3, -16, 5
55	O=C(Nc1ccccc1)N1CCCC1c1cccs1 (configuration not stated)
    1, -3, -7%, 0.1, 0.6%, -3, -3, 1, ·
56	Cc1ccc(NC(=O)Cn2nnc(C(=O)NCc3cccs3)c2N)cc1
    -3, 2, 2%, 0.1, 1.3%, 1, -2, 10, -8
57	CN(C)CCCOC(=O)c1sc2ccccc2c1Cl
    16, 4, -14%, 1.5, 5.6%, -3, -8, 1, -14
58	CCOc1cc(/C=C(/C#N)c2nc3ccccc3[nH]2)ccc1OCc1ccc(C(=O)O)o1
    5, 0, -2%, -0.6, -1.5%, 7, -1, 0, -5
